Screening results (PubChem BioAssay)
Pol eta inh: inhibitors of human DNA polymerase eta. Q9Y253. recombinant Pol eta, fluorescent DNA replication assay. Potency, µM (titrated, usually from 114 µM), for the others: at the top dose activity change, negative = inhibition, most hits filed as inhibitors. 390,000 compounds, 1.2% hits; further: potency means the concentration at half of the fitted maximal effect; on the % scale 0 is the no-effect control and ±100 the full control effect
Target sequence (Q9Y253 whole entry, looked up): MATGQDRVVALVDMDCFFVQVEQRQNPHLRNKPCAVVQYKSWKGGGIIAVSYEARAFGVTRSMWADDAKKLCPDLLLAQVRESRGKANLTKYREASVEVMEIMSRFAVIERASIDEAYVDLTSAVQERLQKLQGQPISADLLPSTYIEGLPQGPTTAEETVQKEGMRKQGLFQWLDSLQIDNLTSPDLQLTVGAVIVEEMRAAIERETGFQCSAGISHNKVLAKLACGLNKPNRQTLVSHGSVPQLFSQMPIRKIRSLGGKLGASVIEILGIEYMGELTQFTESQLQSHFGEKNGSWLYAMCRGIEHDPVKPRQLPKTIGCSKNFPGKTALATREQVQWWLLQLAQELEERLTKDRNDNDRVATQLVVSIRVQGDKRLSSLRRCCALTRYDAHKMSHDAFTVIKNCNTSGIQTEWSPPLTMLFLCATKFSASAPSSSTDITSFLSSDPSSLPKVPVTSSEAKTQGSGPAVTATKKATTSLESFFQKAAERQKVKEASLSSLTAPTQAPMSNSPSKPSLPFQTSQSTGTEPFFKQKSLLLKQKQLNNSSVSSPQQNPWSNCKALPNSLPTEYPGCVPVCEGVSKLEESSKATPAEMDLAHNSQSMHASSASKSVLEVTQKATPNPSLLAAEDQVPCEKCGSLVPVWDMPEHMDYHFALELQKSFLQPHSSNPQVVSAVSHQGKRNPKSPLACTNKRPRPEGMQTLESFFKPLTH
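Pol eta at 10 nM preincubated with compounds 15 min at room temperature; reaction started with fluorescent substrate (50 nM final) and read kinetically at 0 and 10 min.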
APEX1 inh: APE1 (human) endonuclease inhibition | P27695 | recombinant APE1, TAMRA/BHQ-2 abasic DNA cleavage fluorescence | Potency, µM (series often up to 65.8 µM), for the others: top-dose activity change, negative = inhibition, usual class: inhibitors | 350,000 compounds, 0.35% hits;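 further: potency means the concentration at half of the fitted maximal effect; plate controls were vehicle for no effect and reference inhibitor for full effect; nearly all actives have a fitted effect of over 55% in size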
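Incision of a quenched TAMRA/BHQ-2 THF abasic-site duplex (50 nM) by 0.75 nM APE1, after 15 min compound preincubation, measured as fluorescence increase over three 60 s reads. Values normalized to buffer, DMSO and NSC13755 control wells.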
RGS4 inhibitor: inhibitors of human regulator of G protein signaling 4. P49798. Transcreener GDP fluorescence polarization, RGS4-accelerated GTP hydrolysis. Potency, µM (series often up to 114 µM), without a hit: at the top dose activity change, negative = inhibition, actives largely listed as inhibitors. 390,000 compounds, 0.039% hits; further: potency means the concentration at half of the fitted maximal effect; on the % scale 0 is the no-effect control and ±100 the full control effect; nearly all actives have a fitted effect of over 75% in size; some results filed as inactive show a strong effect at the top dose
Target sequence (P49798 whole entry, looked up): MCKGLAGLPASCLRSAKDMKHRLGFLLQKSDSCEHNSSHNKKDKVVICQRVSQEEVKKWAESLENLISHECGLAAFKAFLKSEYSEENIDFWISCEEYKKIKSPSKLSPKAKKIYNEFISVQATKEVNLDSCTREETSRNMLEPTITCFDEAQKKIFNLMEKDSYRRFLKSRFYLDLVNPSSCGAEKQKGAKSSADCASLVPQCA
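MLSMR compounds (23 nl, pin-transferred) preincubated 10 min at room temperature with a 500nM (2x) first reagent, then RGS4 at 900nM (2x) plus Transcreener GDP mix added; fluorescence polarization (620/688 nm) read before and after 90 min at 30 °C.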
Anesthetic bind: binds horse apoferritin like a general anesthetic. P02791. apoferritin/1-aminoanthracene competitive binding, fluorescence. Potency, µM (titrated, usually from 77.5 µM), for inactives: at the highest dose activity change, negative = displacement, actives largely listed as inhibitors. 350,000 compounds, 0.074% hits. AID 485281; further: potency means the concentration at half of the fitted maximal effect; on the % scale 0 is the no-effect control and ±100 the full control effect; nearly all actives have a fitted effect of over 20% in size
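Concentration-response curves derived by four-parameter Hill fitting of normalized fluorescence, where compounds displaced 1-AMA from 10 uM horse apoferritin following a brief 10 min room-temperature incubation; propofol titration acted as positive control.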
LDHA inh: LDHA (human) enzyme inhibition. P00338. purified LDHA, NADH/diaphorase-resazurin fluorescence; active compounds read low. activity change, % (values are at about 110 or 230 µM). 480,000 compounds, 0.15% hits; in the data active means activity change below about -30%; inconclusive means mostly about -25% to -30%;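 further: plate controls were DMSO wells for no effect and wells without enzyme for full effect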
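Human LDH5 at 2 nM final in Tris HCl pH 7.4 with 0.06 mM NADH and 0.2 mM pyruvate, reacted 5 minutes at room temperature. Remaining NADH coupled via diaphorase/resazurin; resorufin fluorescence read at 0 and 20 minutes, normalized to enzyme-free and DMSO wells.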
ALOX12 inh: inhibitors of human 12S-lipoxygenase ALOX12. Potency, µM (titrated, usually from 108 µM), without a hit: at the highest dose activity change, negative = inhibition, hits mostly inhibitors. purified 12hLO, xylenol orange hydroperoxide absorbance. P18054. 580,000 compounds, 1.1% hits; further: potency means the concentration at half of the fitted maximal effect; on the % scale 0 is the no-effect control and ±100 the full control effect
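Purified human 12hLO (150 nM final) in 25 mM Hepes, 0.01% Triton X-100, pH 7.0 was preincubated 15 min at room temperature with compound. Then 40 uM arachidonic acid was added, 30 min. Hydroperoxide was read by Fe-XO absorbance ratio 573/405 nm.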
Pol beta inh: inhibitors of human DNA polymerase beta | Pol beta primer extension/strand displacement, fluorescence kinetic | Potency, µM (titrated, usually from 114 µM), without a hit: at the top dose activity change, negative = inhibition, usual class: inhibitors | 340,000 compounds, 1.3% hits | AID 485314; further: potency means the concentration at half of the fitted maximal effect; on the % scale 0 is the no-effect control and ±100 the full control effect
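Pol beta (10 nM) and compounds were preincubated 15 min at room temperature, then 50 nM substrate (final) started primer extension/strand displacement. Reads were taken at 0 and 10 min; concentration-response data were fitted to a four-parameter Hill equation.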
POLK inh: DNA polymerase kappa (human) inhibition; 400,000 compounds, 0.53% hits; Q9UBT6; Potency, µM (top dose mostly 107 µM), inactives show at the highest dose activity, negative = inhibition, most hits filed as inhibitors; purified Pol kappa, fluorescent DNA synthesis assay, 10 min; AID 588579; further: potency means the concentration at half of the fitted maximal effect; on the % scale 0 is the no-effect control and ±100 the full control effect
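10 nM Pol kappa preincubated 15 min at room temperature with compounds, then reaction started with substrate at 50 nM final. Fluorescence read kinetically at 0 and 10 min; buffer-only wells served as negative control.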
ERG-DNA inh: blocks human ERG Ets domain binding to DNA; P11308; fluorescence polarization, His-ERG Ets domain / labelled DNA; Potency, µM (titrated, usually from 76.9 µM), without a hit: top-dose FP activity, negative = inhibition, most hits filed as inhibitors; 370,000 compounds, 0.028% hits; AID 624246; active means well fitted inhibition curve with a large enough effect in the polarisation, with a control signal flat; inconclusive means small, poorly fitted or top-dose-only effect, or effect the other way, or a change in a side signal; inactive means no such curve, though single readings can be large or run the other way; the % refers to the polarisation;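 further: polarization taken with two DNA probes labelled with fluorescein and Texas red; potency means the concentration at half of the fitted maximal effect; % of control where 0% means no effect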
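His-tagged ERG Ets domain (1 uM in the protein solution; 300mM KCl, 50mM Tris-HCl, 1mM EDTA, 1mM DTT, pH 7.5) received compound, then a probe mix of 5 nM fluorescein-DNA and 100nM Texas-615-DNA. Fluorescence polarization was read for both dyes.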
Starred values were filed as active, the others as inactive; ? = inconclusive; nt = no result given; & = joins results of further samples; [ ] = remark or other dose. Unless noted, the call rests on the fitted dose curve; in most records, active means well fitted curve in the direction sought with a large enough effect; inconclusive means small, poorly fitted or top-dose-only effect, or another doubt; inactive means no such curve, though single readings can be large; an effect the other way counts as inactive or inconclusive. Some of the compounds tested (hit frequency here may not be typical).

entry	structure	Pol eta inh	APEX1 inh	RGS4 inhibitor	Anesthetic bind	LDHA inh	ALOX12 inh	Pol beta inh	POLK inh	ERG-DNA inh
1	O=C(NCC(=O)N1CCC2(CC1)NCCc1[nH]cnc12)c1ccc2ccccc2c1	-19%	33%	12%[11.4 µM]	-5%	-3	-21%	19%	7%	4%
2	CC(C)(C)C(=O)Nc1nnc(Cc2ccccc2)s1	-3%	1%	21%	-3%	-3	19%	21%	-21%	-7%
3	CCOC(=O)c1cccc(NC(=O)c2cc3c(Cl)nc4ccc(C)cc4c3s2)c1	-7%	nt	28%	1%	-5	0%	-1%	-16%	-1%
4	CCNC(=S)N1CCN(c2nc(-c3ccc(F)cc3)cs2)CC1	-15%	-15%	-14%	-18%	-9	?	-19%	-8%	-6%
5	CC(C)CCNC(=O)c1ccc2c(c1)N(Cc1ccccc1F)C(=O)c1ccccc1S2=O (stereo not given)	-28%	nt	0%	-8%	-4	-3%	-1%	-9%	-19%
6	Fc1ccccc1/C=N/Nc1ncnc2nc[nH]c12	-10%	-2%	4%	-2%	1	14%	-29%	0%	-7%
7	CCSc1nc(N)c(C#N)c(-c2ccco2)c1C#N	?	?	-52%	3%	2	2%	2%	-1%	18%
8	CC(=O)c1sccc1NC(=O)CC(C)(C)CC(=O)O	-7%	1%	2%	-2%	-9	0%	-1%	-17%	0%
9	Cc1ccc(S(=O)(=O)N[C@H](C(=O)OCC(=O)NC(=O)NCc2ccco2)C(C)C)cc1	-12%	-35%	7%	nt	-11	-14%	nt	-29%	-2%
10	COc1ccc(-n2cnnc2SCC(=O)N2CCN(S(=O)(=O)c3ccccc3)CC2)cc1	-10%	1%	-32%	?	-1	5%	6%	-11%	-1%
11	COc1cc(Cl)c(C)cc1NC(=O)CCc1nc2cccnc2n1-c1ccccc1	-21%	nt	6%	-3%	-1	-12%	2%	-16%	-10%
12	COc1ccc(N2CCN(C(=O)CSc3nnc(CNc4ccccc4)o3)CC2)cc1	-4%	9%	18%	-15%	-8	-1%	5%	1%	2%
13	NS(=O)(=O)c1ccc(N/N=C/c2ccccc2C(=O)O)c([N+](=O)[O-])c1	-5%	-7%	22%	-17%	-12	-13%	1%	-18%	-4%
14	N#Cc1ccccc1S(=O)(=O)N1CCN(CC(O)COc2ccccc2F)CC1 (stereo not given)	-18%	-7%	-14%	-3%	-21	?	43%	-1%	6%
15	O=C(O)CC/C(=N\NC(=O)c1ccccc1)c1cccs1	-13%	3%	10%	-4%	-9	-4%	-2%	-12%	-1%
16	CC1=C(c2ccc(C)c(C)c2)S(=O)(=O)N(Cc2ccc(C(=O)NCc3cccc(C)c3)cc2)C1=O	-17%	nt	17%	-13%	-11	-11%	26%	3%	1%
17	CN(C)c1nc(C(F)(F)F)cc(=O)[nH]1	-11%	0%	7%	-2%	-9	1%	-2%	-23%	1%
18	CCOc1cc(C(=O)Nc2ccc(S(=O)(=O)Nc3cc(OC)nc(OC)n3)cc2)cc(OCC)c1OCC	-1%	nt	-9%	-16%	-5	-26%	-9%	-5%	-6%
19	Cc1ccc(C2(CC(=O)O)CCOC(C)(C)C2)cc1 (stereo not given)	4%	-8%	-10%	-10%	-2	0%	22%	6%	-8%
20	C=CC[C@@H](Cc1ccc(F)cc1)C(=O)OC[C@@H]1CCCN1C(=O)[C@H](CC=C)CC(=O)N[C@H](CO)Cc1ccccc1	-20%	26%	-23%	nt	1	1%	nt	-2%	-9%
21	COCc1[nH]nc2c1C(c1cccc(OC)c1)C(C#N)=C(N)O2 (stereo not given)	-11%	3%	-14%	-4%	6	0%	8%	-2%	-17%
22	CCOC(=O)C1=C(C)NC(=S)NC1C (stereo not given)	-13%	-1%	-30%	-5%	-3	-18%	9%	0%	-2%
23	Cc1cc(C)c(S(=O)(=O)c2ccccc2)c(OC(=O)c2cc(F)c(F)cc2Cl)n1	13%	-1%	-32%	-10%	-1	?	9%	7%	5%
24	Fc1ccc(NCc2nnc(SCc3nnc(-c4ccccc4)o3)n2Cc2ccccc2)cc1	1%	8%	-5%	4%	-8	42%[activator]	-3%	-7%	-11%
25	CCCC[C@@H]1CCCO[C@@](C(=O)NCc2cc(C)n(C)n2)(C(F)(F)F)C1	-13%	-6%	-17%&31%	-15%	2	-8%	nt	-11%&-10%	0%
26	CC(C)C[C@H](NC(=O)c1cc2cc(Cl)ccc2n1C)C(=O)N1CCC[C@H]1C(=O)O	-10%	-6%	-7%	-4%	1	?	30%	12%	0%
27	O=C(c1ccccc1)c1nc2ccccc2n(CCCn2c(=O)c(C(=O)c3ccccc3)nc3ccccc32)c1=O	-2%	0%	-10%	-23%	0	-8%	34%	-19%	-2%
28	Cn1c(SCC(=O)NC2CC2)nnc1-c1ccccc1	-12%	6%	6%	-2%	-1	-7%	-5%	2%	13%
29	COc1ccc(S(=O)(=O)N(CC(=O)Nc2ccc(S(=O)(=O)N3CCOCC3)cc2)c2ccccc2)cc1	-13%	0%	52%	-1%	-11	-22%	3%	-11%	1%
30	COc1ccc(S(=O)(=O)N[C@H](C(=O)N2CC[C@@]3(O)CCCC[C@H]3C2)c2ccccc2)cc1	-15%	-4%	3%	-10%	-2	0%	23%	-2%	-12%
31	CCOc1ccc(CCNC(=O)CN2C(=O)C(CC)Oc3ccccc32)cc1OCC (stereo not given)	-18%	nt	19%	1%	-8	-5%	17%	-7%[60.1 µM]	1%
32	CC(C)=CCOc1ccc([C@@H]2COc3c(ccc4c3C=CC(C)(C)O4)C2)c(O)c1	-28%	nt	-18%	nt	-3	-14%	nt	2%	-3%
33	COc1ccc(-c2c(C)nn3c(N4CCN(Cc5ccccc5)CC4)cc(C)nc23)cc1OC	-19%	-11%	-6%	0%	-1	24%	40%	0%	2%
34	Cc1ccccc1CSc1nc2nc(C)c(Cc3ccccc3)c(C)n2n1	-18%	nt	6%	-18%	-7	-18%	-2%	-6%[60.1 µM]	1%
35	CCOC(=O)C1=C(CN2CCN(c3ccc(Cl)cc3)CC2)NC(=O)NC1c1ccc(OC)cc1 (stereo not given)	-5%	nt	-10%	-8%	-7	?	16%	-11%[60.1 µM]	0%
36	CCC1(c2ccccc2)NC(=O)N(CC(=O)Nc2ccc3c(c2)OCO3)C1=O (stereo not given)	-12%	-1%	-22%	?	7	-22%	-23%	3%	4%
37	O=C1C(C=Nc2ccccc2)=C(O)c2ccccc21	10%	9%	8%	-16%	-2	-1%	41%	0%	-6%
38	CC(NC(=O)CN1C(=O)c2cccnc2Oc2ccc(Cl)cc21)c1ccccc1 (stereo not given)	-5%	nt	11%	-18%	-16	-10%	?	-18%	-7%
39	CN1CCN(c2ccccc2NC(=O)c2ccc(-c3ccc(Br)cc3)o2)CC1	-18%	-3%	-18%	4%	-1	nt	39%	-4%	10%
40	C#CCOCCOCCOCCNc1nc(N2CCN(C(=O)Cn3cc(CCCCN)nn3)CC2)nc(N2CCN(C(=O)[C@H]([C@@H](C)CC)n3cc(CCCN=C(N)N)nn3)CC2)n1	-20%	29%	-11%	nt	1	-17%	nt	-8%	8%
41	CCS(=O)(=O)c1ncc(N(Cc2ccccc2)Cc2ccco2)c(C(=O)Nc2ccc(C)c(C)c2)n1	-19%	nt	6%	-11%	-10	-14%	28%	-3%	2%
42	COc1ccccc1N1CCN(C2CC(=O)N(c3ccc(F)cc3)C2=O)CC1 (stereo not given)	-13%	28%	28%	0%	-2	0%	6%	-1%	1%
43	CC(C)CCNC(=O)CN1C(=O)c2cccnc2Oc2ccccc21	nt	nt	-4%	-3%	-4	-2%	-1%	-11%	5%
44	COc1cc(OC)nc(Oc2cccc(C(F)(F)F)c2)n1	2%	6%	20%	-3%	-6	7%	28%	-6%	-3%
45	Cc1ccc(NC(=O)CN2C(=O)C3CC=C(Cl)CC3C2=O)cc1 (stereo not given)	2%	58%[activator][12.4 µM]	2%	-11%	-5	-24%	-14%	4%	?
46	Cn1ncc(Cl)c1C(=O)N/N=C/c1cccc(OC2CSC2)c1	-8%	4%	-5%	-13%	-1	-2%	1%	-11%	15%
47	CCOC(=O)C1=C(N)OC2=C(C(=O)CCC2)C1c1ccccc1OCC (stereo not given)	-1%	1%	-9%	-20%	0	0%	11%	-2%	10%
48	O=C(c1ccc(F)cc1)N1CCC(C(=O)N2CCN(c3ncccn3)CC2)CC1	-12%	57%[activator]	4%	nt	-5	-10%	nt	-8%	-7%
49	COc1ccccc1NC(=O)COc1ccc(-c2nn(C)c(=O)c3ccccc23)cc1	-11%&-23%	-11%	-6%&-5%	-14%&-4%	-7&-4	-6%&-29%	31%&-3%	-5%&-9%	2%&-12%
